# TCR-CD3 inh – inhibitors of human TCR-CD3 interaction. TAMRA-labeled TCR probe fluorescence, biochemical. inhibition, % at 9.4 µM. 360,000 compounds, 0.37% hits. AID 651800; in the data active means inhibition above about 19%;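 further: recombinant mutant TCR 2C K166C tagged with TAMRA read by polarization; 0% = receptor in buffer alone and 100% = receptor with positive control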
# proKLK7 act – activators of human kallikrein-7 zymogen | AID 652039 | 370,000 compounds, 0.9% hits | activation, % at 7 µM | purified proKLK7, EDANS-DABCYL substrate fluorescence; 100% is mature enzyme control, 0% vehicle | P49862;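 active means activation above the mean of all tested compounds plus 3 SD, computed per campaign excluding outliers beyond control limits, cut at about 13% in these data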
# PRMT1 inh – blocks human protein arginine methyltransferase 1; Q99873; recombinant PRMT1, activity-based probe fluorescence polarization; 370,000 compounds, 1.3% hits; inhibition, % at 2.79 µM;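 active means inhibition above about 21% made by adding two undisclosed values, limit read from the data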
# MBD2 DNA inh – inhibitors of human MBD2 binding to methylated oligonucleotide; Q9UBB5; TR-FRET; AID 686964; inhibition, % at 4.4 µM; 370,000 compounds, 0.31% hits; in the data active means inhibition above about 13%
# LEDGF integ inh – blocks HIV-1 LEDGF/p75-dependent DNA integration; inhibition, % at 3.7 µM; 370,000 compounds, 0.64% hits; AID 743269; TR-FRET IN-LEDGF/p75 DNA integration, Eu/Cy5;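 active means inhibition above the screen-wide mean plus 3 SD, cut at about 13% in these data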;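 further: signal is the Cy5 over europium emission ratio at 671 and 618 nm; 0% = plate median of compound wells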
# TDP2 absorb – TDP2 (human) inhibition, absorbance primary screen | inhibition, % at 12.8 µM | recombinant TDP2, T5PNP hydrolysis, p-nitrophenol absorbance 415 nm | O95551 | 370,000 compounds, 0.34% hits;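 active means inhibition above the mean of all tested compounds plus 3 SD, set per campaign, cut at about 25% in these data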;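 further: 0% = DMSO with enzyme and 100% = buffer with substrate but no TDP2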
#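 test system = human TDP2 enzyme | input = TDP2 enzyme at 120 nM final | medium = 50 mM Tris-HCl pH 7.5 with Mg2+, KCl, DTT, BSA | also added = T5PNP substrate, 5 mM | times = 2 h at 37 °C | technique = epi absorbance | benchmarks = high control without enzyme, low control DMSO plus TDP2 | replication = each compound tested once, singlicate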
# SIAE inh – human SIAE inhibition, primary screen | Q9HAT2 | SIAE FP-Rh probe binding, fluorescence polarization | inhibition, % at 9.66 µM | 370,000 compounds, 0.69% hits | AID 1053197;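 active means inhibition above a cutoff: mean of compounds within the control limits plus 3 SD of those, cut at about 17% in these data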;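 further: 0% = plate median of compound wells and 100% = probe without SIAE protein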
# Target sequence (Q9HAT2 whole entry, looked up): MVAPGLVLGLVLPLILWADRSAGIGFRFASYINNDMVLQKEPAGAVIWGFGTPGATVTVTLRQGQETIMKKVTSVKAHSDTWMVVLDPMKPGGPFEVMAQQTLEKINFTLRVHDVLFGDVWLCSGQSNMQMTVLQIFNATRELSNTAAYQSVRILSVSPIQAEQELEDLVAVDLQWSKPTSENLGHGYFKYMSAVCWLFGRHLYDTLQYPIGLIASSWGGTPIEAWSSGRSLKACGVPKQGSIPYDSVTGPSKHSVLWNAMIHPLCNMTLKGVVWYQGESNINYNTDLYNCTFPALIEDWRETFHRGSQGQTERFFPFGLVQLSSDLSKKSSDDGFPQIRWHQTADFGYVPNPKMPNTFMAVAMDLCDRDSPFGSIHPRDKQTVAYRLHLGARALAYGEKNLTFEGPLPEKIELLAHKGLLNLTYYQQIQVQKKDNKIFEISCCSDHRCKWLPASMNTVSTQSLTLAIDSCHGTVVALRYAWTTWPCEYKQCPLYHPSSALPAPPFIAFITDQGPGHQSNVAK
# Tn6 DDE FP – DD(E)-Tn6 binding inhibition, primary FP screen; P02675; Fibrin DD(E) TRITC-Tn6 fluorescence polarization displacement; inhibition, % at 8.3 µM; 370,000 compounds, 0.21% hits; AID 720509;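 active means inhibition above a per-campaign cutoff: mean of compounds within control limits plus 3 SD, cut at about 15% in these data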;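 further: 0% = median of all compound wells on the plate and 100% = blocking peptide control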
# Target sequence (P02675 whole entry, looked up): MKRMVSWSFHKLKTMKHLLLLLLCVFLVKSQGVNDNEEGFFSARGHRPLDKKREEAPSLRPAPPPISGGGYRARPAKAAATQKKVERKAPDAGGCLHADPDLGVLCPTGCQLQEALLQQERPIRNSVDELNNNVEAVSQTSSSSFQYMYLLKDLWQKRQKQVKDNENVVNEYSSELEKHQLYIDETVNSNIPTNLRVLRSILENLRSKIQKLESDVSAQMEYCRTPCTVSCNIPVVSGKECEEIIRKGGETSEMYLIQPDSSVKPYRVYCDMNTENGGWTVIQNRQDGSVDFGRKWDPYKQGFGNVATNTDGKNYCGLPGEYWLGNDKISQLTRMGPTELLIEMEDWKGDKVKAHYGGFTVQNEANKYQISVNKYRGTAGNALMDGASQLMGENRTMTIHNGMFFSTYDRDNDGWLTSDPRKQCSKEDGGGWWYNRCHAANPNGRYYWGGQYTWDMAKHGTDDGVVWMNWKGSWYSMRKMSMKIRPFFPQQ
# UHRF1 MBD2 ctr – UHRF1 methyl-DNA binding inhibition. Q96T88. UHRF1 binding to methylated oligo, TR-FRET. inhibition, % at 4.4 µM. 370,000 compounds, 0.75% hits. AID 687016; in the data active means inhibition above about 21%;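 further: UHRF1 SRA domain binding a hemimethylated CpG hairpin DNA probe; 0% = median of test compound wells and 100% = reference inhibitor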
# DDE Tn7 FP inh – disrupts Tn7 cyclic peptide binding to fibrin D-Dimer-E complex | P02675 | FP displacement of FITC-Tn7 peptide from fibrin DD(E); 0% = median of compound wells per plate | 370,000 compounds, 0.13% hits | inhibition, % at 8.3 µM;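 active means inhibition above the mean of compounds falling within the control limits plus 3 SD of them, cut at about 14% in these data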;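 further: 0% = plate median of compound wells and 100% = 10 µM Aha-Tn7 peptide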
#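 system = human fibrin DD(E) protein | quantity = DD(E) 2 µM final | medium = Tris/NaCl/CaCl2 buffer, pH 7.8 | also added = labelled Tn7 tracer, 0.1 µM | compound dosing = single point at 8.3 µM | timing = compound with protein 10 min, then 3 h after probe, room temperature | signal = FP measurement | benchmarks = Aha-Tn7 high control | repeats = one replicate per compound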
# Starred values were filed as active, the others as inactive; / = no result given; & = joins results of further samples.
SMILES,TCR-CD3 inh,proKLK7 act,PRMT1 inh,MBD2 DNA inh,LEDGF integ inh,TDP2 absorb,SIAE inh,Tn6 DDE FP,UHRF1 MBD2 ctr,DDE Tn7 FP inh
CCCn1c(N)c(N(CCOC)C(=O)/C=C/c2cccc(Cl)c2)c(=O)[nH]c1=O,2,-0.5,-1,0,-1,0,0,1,-1,2
COc1ccc(C)cc1NC(=O)C1CCN(S(=O)(=O)c2ccccc2)CC1,-1,0.4,1,0,-1,2,-4,-6,0,6
O=C(Cn1ncc2c(=O)oc3ccccc3c21)NCC1CCCO1 (stereo not drawn),2,0.4,1,0,0,-4,-5,3,1,1
Cc1ccccc1N1CCN(C2=Nc3ccccc3Sc3ccccc32)CC1,/,-0.8,1,3,0,-7,8,-2,-1,-5
CC1(C)OC(=O)C(=CSc2ccc(C(C)(C)C)cc2)C(=O)O1,0,-0.1,-2,4,6,-1,1,-3,-1,3
Cc1nn(C)c(C)c1S(=O)(=O)N(CC(=O)Nc1ccccn1)c1ccc(C(C)C)cc1,-4,-0.5,0,5,-1,-4,0,1,1,4
N#Cc1ccc(Oc2ccc(-c3cnc4ccccc4n3)cc2)cc1C#N,-3,-0.5,0,-1,-2,13,2,-2,-2,-3
O=C(CSc1nnc(-c2c[nH]c3ccccc23)n1CC1CCCO1)Nc1ccc2c(c1)OCCO2 (stereo not drawn),3,0.2,2,0,-1,2,5,1,-2,-1
Cc1ccc(C)n1-c1ccncc1,1,-0.1,-3,2,0,-6,-12,-9,-3,-3
Cc1ccc(C(=O)CCC(=O)OCC(=O)NNC(=O)c2ccccc2Cl)cc1,1,0.5,-1,5,-3,8,-3,2,1,-5
COC(=O)c1ccccc1NC1c2ccccc2C(=O)N1c1cccnc1 (stereo not drawn),0,1.9,0,-5,0,7,-6,2,-1,5
COc1ccccc1NC(=O)COC(=O)C1CC2CCCC(C1)C2=O (stereo not drawn),0,0.3,-2,-1,-4,0,-4,9,4,4
CN(C)C=Nc1c(Br)cc(Br)c2nonc12,15,0.0,0,4,-3,10,8,-8,-7,-6
Cc1ccc2occ(C3N[C@H](C(=O)O)CS3)c(=O)c2c1 (stereo partly drawn),6,2.0,50*,-5,2,12,3,7,-4,-10
CN(CC(=O)Nc1ccc(N2CCOCC2)cc1)C(=O)CSc1ccc(Br)cc1,7,-0.7,0,-1,-1,14,10,-3,7,6
CCc1c(C(=O)N/N=C/c2ccc(OCc3ccc(F)cc3)c(OC)c2)nnn1-c1nonc1N,4,0.3,-3,-3,-1,10,1,-7,0,-2
O=C(Nc1cccc([N+](=O)[O-])c1)c1cc2ccccc2cc1O,5,-0.1,1,0,1,-13,-5,0,3,-3
CCOC(=O)CCCCCC(=O)Nc1ccc2c(c1)C(=O)N([C@@H](C)CO)C[C@H](C)[C@H](CN(C)C(=O)NC(C)C)OCCCC[C@H](C)O2,6,0.3,2,-6,2,6,2,-1,2,3
CCC(CC)C(=O)NCc1ccc(OC)cc1,3,-0.6,1,0,2,-2,-5,5,1,0
C=CCN=C1NC(CCc2ccccc2)C(C(=O)OC)=C(C)N1Cc1ccccc1C(F)(F)F (stereo not drawn),5,0.4,1,0,6,4,3,-8,0,-7

# Random excerpt: 2 entries already listed, in no set order.
SMILES,TCR-CD3 inh,proKLK7 act,PRMT1 inh,MBD2 DNA inh,LEDGF integ inh,TDP2 absorb,SIAE inh,Tn6 DDE FP,UHRF1 MBD2 ctr,DDE Tn7 FP inh
COc1ccccc1NC(=O)COC(=O)C1CC2CCCC(C1)C2=O (stereo not drawn),0,0.3,-2,-1,-4,0,-4,9,4,4
CN(CC(=O)Nc1ccc(N2CCOCC2)cc1)C(=O)CSc1ccc(Br)cc1,7,-0.7,0,-1,-1,14,10,-3,7,6

# Next section:
SMILES,TCR-CD3 inh,proKLK7 act,PRMT1 inh,MBD2 DNA inh,LEDGF integ inh,TDP2 absorb,SIAE inh,Tn6 DDE FP,UHRF1 MBD2 ctr,DDE Tn7 FP inh
CCN1CCN(C(=O)/C=C/c2ccc(C)o2)CC1,9,0.4,2,-3,-1,8,2,-2,0,-7
COc1ccc(OC)c2sc(NC(=O)c3ccc(S(=O)(=O)N4CCOCC4)cc3)nc12,9,0.0,0,0,2,-6,-11,12,-1,3
Cc1ccc(NC(=O)COc2coc(CN3CCc4ccccc43)cc2=O)cc1Cl,9,-0.1,1,-4,0,-20,1,-4,-2,-2
COC(=O)c1cc(OC)c(OC)cc1NC(=S)N1CCN(c2ccccc2)CC1,5,0.4,-1,-2,-2,0,6,-3,-1,2
Cc1c(C(=O)O)nn(-c2cccc(C(F)(F)F)c2)c(=O)c1C#N,9,-1.7,29*,9,1,-5,-6,-7,5,9
COc1cc(NC(=O)c2nccn2C)cc(C(=O)Nc2cccc(C(F)(F)F)c2)c1,-9&8,1.2&-0.9,-3&0,-1&0,3&-2,-15&1,-6&-12,-5&4,2&4,-3&-5
Cc1cccc(NC(=O)c2c(C)nc3ccccn23)c1,7,0.5,-4,-3,0,-9,4,10,-3,6
COc1ccc(S(=O)(=O)N/N=C(/C)c2ccncc2)c(OC)c1,-12,-0.2,9,3,-1,11,7,0,0,-3
CN(C(=O)c1ccco1)c1nnc(C23CC4CC(CC(C4)C2)C3)s1,-4,-0.4,3,3,1,0,-12,1,2,5
CCc1c(C)sc(NC(=O)OC)c1C(N)=O,7,0.1,-2,-2,-2,0,7,7,-1,-3
CCC(=O)NC(=S)Nc1ccccc1C(F)(F)F,3,-0.2,-1,-1,-2,-5,-3,9,0,4
COc1cccc(/C=C/C(=O)OCC(=O)c2ccc(Br)cc2)c1,1,-0.1,-3,-3,3,-10,1,4,0,-1
CCCn1c(SCC(=O)Nc2cccc(C(=O)OCC)c2)nnc1-c1ccoc1C,6,-0.2,-2,-1,-1,-5,-2,0,1,-5
Cn1c(=O)c2c(SCc3cccnc3)nc(CC(C)(C)C)nc2n(C)c1=O,3,-0.1,-2,-2,1,4,-8,2,1,1
COc1cccc2c(=O)c3ccccc3oc12,4,13*,-1,2,0,5,8,3,-1,-1
O=C(Nc1ccc(-n2cccn2)cc1)C1CCCCN1Cc1cccc2cccnc12 (stereo not drawn),-4,-0.8,4,5,0,-5,1,1,4,5
CCSc1cc(N2CCOCC2)nc(-c2ccc(Cl)cc2)n1,-1,-0.2,-2,3,-2,-2,-7,-1,-1,4
CCOc1ncccc1C(=O)OCC(=O)N1CCN(S(=O)(=O)c2ccccc2)CC1,2,0.2,-2,0,0,4,0,5,-1,6
CCOc1ccccc1NC(=O)COc1coc(CN2CCc3ccccc3C2)cc1=O,1,0.9,-4,-1,3,-27,-14,6,3,-5
C=CCn1c(-c2ccc(Cl)cc2)ccc(C#N)c1=O,4,-0.8,-1,3,-1,-7,-2,13,-1,-2
O=C(COc1ccc2c(-c3ccccc3)cc(=O)oc2c1)NCC(O)c1ccccc1 (stereo not drawn),6,0.2,-5,-1,2,-1,-11,-2,0,5
NS(=O)(=O)c1ccc(CCNC(=O)COC(=O)C2CCCN2C(=O)c2cccs2)cc1 (stereo not drawn),10,0.3,3,-2,-1,5,-6,0,-3,10
Cc1ccc(NC(=O)c2cc(C)no2)cc1,6,-0.6,-1,0,-2,4,-1,-2,0,5
COc1ccc(C(=O)N/C(=C\c2ccc3c(c2)OCO3)C(=O)Nc2ccc(C(=O)O)cc2)cc1,8,0.1,-2,-1,0,9,-3,-7,1,0
CC(=O)c1ccc(NC(=S)Nc2ccc3cn[nH]c3c2)cc1,4,-0.6,-3,0,5,9,6,4,-6,-3
COC(=O)[C@@H](NC(=O)c1ccc2c(c1)S(=O)(=O)c1ccccc1C2=O)C(C)C,4,-0.2,0,1,4,13,-6,2,-3,0
O=C(CN1CCN(c2ncc(C(F)(F)F)cc2Cl)CC1)NC(=O)NCc1ccccc1,4,-0.3,0,-1,0,3,0,1,1,1
Cc1nn(Cc2ccccc2)c(Cl)c1C(=O)NC(C)(C)C,4,0.3,0,0,1,13,2,-1,3,7
CC1CCCN(C2=C(NS(=O)(=O)c3ccc(Cl)cc3)C(=O)c3ccccc3C2=O)C1 (stereo not drawn),1,0.3,4,-6,-3,-1,3,-1,-3,-4
Cc1ccc(C(=O)Nc2ccccc2N2CCCC2)cc1,0,-0.5,0,3,2,-3,4,1,0,-7
CC(O)CN=c1cc(-c2ccccc2)oc2ccc(Cl)cc12 (stereo not drawn),0,1.1,-2,-3,2,-2,3,-7,-23,5
COc1ccc(Nc2nc(-c3ccc(OC)cc3)cs2)cc1,3,-0.2,0,-1,-3,2,-5,-3,-4,5
CCc1ccc(CNC(=O)CCc2nc(-c3cccs3)no2)cc1,4,-0.1,7,10,-2,5,-8,-7,4,1
COc1ccc(NC(=O)CCNS(=O)(=O)c2ccccc2F)cc1S(=O)(=O)N1CCOCC1,-1,0.1,1,3,-5,6,-3,-4,2,0
C=CC(=O)NC(NC(=O)C=C)c1ccc(Br)cc1,-5,-0.1,-2,-4,4,-14,1,4,0,11
Nc1ccc(Oc2ccc([N+](=O)[O-])cc2[N+](=O)[O-])cc1,1,0.6,2,-2,2,-2,2,1,-1,4
Cc1cccc(NC(=O)c2ccc(S(=O)(=O)N3CCCCC3)cc2)n1,-9,0.0,4,-3,-3,-9,6,-11,3,-2
CCOc1ccc(-n2c(COc3ccc(Cl)cc3)nnc2SCC(=O)Nc2ccc(OCc3ccccc3)cc2)cc1,/,0.4,-4,3,1,-7,-7,-1,2,-1
S=c1nc[nH]c2c1sc1nc(N3CCOCC3)c3c(c12)CCCC3,14,1.5,2,-6,4,-2,-5,10,-1,-4
COc1ccc(S(=O)(=O)N2CCCC(C(=O)NCCC3=CCCCC3)C2)cc1 (stereo not drawn),1,0.4,-1,2,0,-1,-7,-2,-1,-3
Cc1ccc(S(=O)(=O)N2CCN(C(=O)CNC(=O)c3sc4ccccc4c3Cl)CC2)cc1,5,0.0,1,-2,2,-10,-1,2,-1,-4
CC(=O)/C(N)=N/Nc1cccc(Cl)c1,1,0.1,0,0,0,5,-16,-2,1,1
CCCNC(=O)CSC1=N/C(=C/c2ccc(F)cc2)C(=O)N1CC,-1,0.1,0,6,3,4,-2,2,-3,-4
CC(C)(C)c1cc[n+](C2=C([O-])c3ccccc3C(=O)/C2=N\S(=O)(=O)c2cccs2)cc1,-1,0.8,2,-10,2,12,11,0,-2,0
CSc1nc(C)cc(SCC(=O)Nc2ccc(Cl)cc2Cl)n1,1,-0.1,0,1,1,-5,-3,2,2,-12
COC(=O)C1(C(=O)OC)NOC2C(=O)N(c3ccc(Cl)cc3Cl)C(=O)C21 (stereo not drawn),-7,0.1,9,2,6,-20,4,-6,1,-5
O=C(NC1CCCCC1)N1CCN(C(c2ccccc2)c2ccccc2)CC1,-2,-0.5,1,3,-2,0,-4,2,1,10
CC(=O)Nc1cncc(-c2cccc(C(=O)N3CCOCC3)c2)n1,4,-0.3,-5,-2,-1,1,2,6,2,11

# Assay outcomes: PubChem BioAssay, The Scripps Research Institute Molecular Screening Center
